# MRP1 act: activates MRP-1; viability increase, % at 10 µM; H69AR cells + doxorubicin, viability rescue, CellTiter-Glo; actives 0.61% (n = 140,000);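 active means viability gain under doxorubicin at or above a set limit, the compound median plus 3 SD, cut at about 4.7% in these data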;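 further: MRP-1 overexpressing cells given doxorubicin 25 µM after compound pretreatment; 18-22 h compound pretreatment then 72 h with doxorubicin before readout; 0% = doxorubicin-only wells and 100% = vehicle-treated cells without doxorubicin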
# PTEN del growth: PTEN-deleted cell growth suppression; HCT116 PTEN-null viability, CellTiter-Glo, 60 h; active compounds read low; AID 827; actives 1.2% (n = 140,000); viability, % at 10 µM;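 active means viability at or below a set limit, 4 SD under the median of all tested compounds, cut at about 3.7% in these data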;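 further: PTEN knockout HCT116 line with beta catenin targeted HCT116 as companion control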
# GALR2 antag: antagonists of human galanin receptor 2 (GALR2); O43603; GALR2-expressing cells, antagonist mode; inhibition, % at 4 µM; actives 0.39% (n = 140,000); AID 828; in the data active means inhibition above about 27%;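 further: cells stimulated with galanin 1-16 at roughly its EC80; 0% = agonist challenge control and 100% = basal control without agonist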
# Target sequence (O43603 whole entry, looked up): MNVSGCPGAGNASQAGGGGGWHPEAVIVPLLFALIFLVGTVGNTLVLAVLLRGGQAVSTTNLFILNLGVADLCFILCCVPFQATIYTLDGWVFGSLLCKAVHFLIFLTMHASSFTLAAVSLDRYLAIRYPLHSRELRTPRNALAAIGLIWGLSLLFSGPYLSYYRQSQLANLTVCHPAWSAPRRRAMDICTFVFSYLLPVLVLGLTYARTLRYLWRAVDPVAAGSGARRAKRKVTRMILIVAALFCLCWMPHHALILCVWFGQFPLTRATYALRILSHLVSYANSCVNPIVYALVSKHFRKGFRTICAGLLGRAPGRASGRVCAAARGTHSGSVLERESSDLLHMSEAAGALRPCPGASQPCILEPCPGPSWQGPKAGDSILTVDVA
# Yeast growth inh: chemicals that inhibit yeast BB579 growth in restrictive medium (lifespan-shortening candidates); actives 0.51% (n = 140,000); AID 804; S. cerevisiae BB579 growth, OD615, 48 h; inhibition, % at 10 µM;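 active means inhibition above a set limit, 3 SD over the mean compound inhibition, cut at about 44% in these data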; further: inactives centre near -24
#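 Detection: OD615 turbidity measurement; Material: Saccharomyces cerevisiae DeaD strain BB579, replicative lifespan model yeast; Timing: 48 h exposure, 30 °C; Doses: single 10 µM dose; Medium: CSMM-D restrictive synthetic medium containing dextrose (glucose); Controls: amphotericin B at 10 µg/mL as positive control.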
# E-sel TNF inh: TNF alpha driven E-selectin expression inhibition; HUVEC TNFa-induced E-selectin immunofluorescence, high content; inhibition, % at 2 µM; actives 0.71% (n = 120,000);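 active means inhibition above the batch mean plus 3 SD, and confirmed as a hit on visual image review, cut at about 43% in these data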;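 further: 0% = TNF-stimulated DMSO wells and 100% = unstimulated control wells; not every result past the cut was called active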
# Phagocyt inh: inhibitors of macrophage phagocytosis; actives 0.07% (n = 110,000); J774A.1 macrophage IgG-bead phagocytosis, imaging; inhibition, % at 5 µM; AID 1029;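 active means inhibition above the mean of the plate negative controls plus 5 SD, cut at about 13% in these data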;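 further: phagocytic index as fraction of beads internalized from green versus red external bead signal; plate controls were DMSO negative control for no effect and cytochalasin-D positive control for full effect; some results beyond the cut were filed as inactive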
# HCT116 bCat-KO: beta-catenin-lacking colon tumor cell growth suppression. HCT116 beta-catenin knockout viability, CellTiter-Glo, 60 h; active compounds read low. actives 1.5% (n = 140,000). viability, % at 10 µM;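 active means viability at or under a set limit, the compound median less 4 SD, cut at about 6% in these data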;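 further: 0% = Hyamine 1622 control at 20 µM and 100% = untreated cell control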
# NPY Y2 blocker: blocks the human neuropeptide Y Y2 receptor; NPY-Y2 expressing cells, antagonist mode; actives 0.99% (n = 140,000); inhibition, % at 2.7 µM; P49146; in the data active means inhibition above about 17%;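 further: 0% = vehicle with agonist challenge and 100% = reference antagonist with challenge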
# Target sequence (P49146 whole entry, looked up): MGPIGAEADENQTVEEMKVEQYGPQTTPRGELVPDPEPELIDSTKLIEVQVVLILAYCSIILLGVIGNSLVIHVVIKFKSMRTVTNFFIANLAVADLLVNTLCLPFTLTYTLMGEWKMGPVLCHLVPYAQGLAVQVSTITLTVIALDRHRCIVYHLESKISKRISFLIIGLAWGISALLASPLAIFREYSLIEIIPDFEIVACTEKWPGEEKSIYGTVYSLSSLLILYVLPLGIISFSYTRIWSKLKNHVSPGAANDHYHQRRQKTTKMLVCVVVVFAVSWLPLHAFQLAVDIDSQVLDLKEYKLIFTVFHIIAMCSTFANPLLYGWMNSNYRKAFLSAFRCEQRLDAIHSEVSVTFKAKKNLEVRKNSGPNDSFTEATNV
# Measles CPE: protection of cells from measles virus. Measles virus-infected cells, CPE protection, absorbance. protection (pct of control), % at 4 µM. actives 1.5% (n = 140,000). AID 841; in the data active means protection mostly above about 24%, no sharp cut-off; inactive means mostly below about 26%; further: some compounds called inactive have numbers as strong as hits
# Yeast life ext: extends the lifespan of yeast. inhibition of the nicotinamide effect, % at 10 µM. S. cerevisiae growth with nicotinamide, OD615; deaD strain in restrictive glucose medium. actives 0.68% (n = 130,000). AID 775;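 active means inhibition above a set limit, placed 3 SD over the median of all compounds, cut at about 26% in these data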;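 further: 0% = nicotinamide-treated wells and 100% = cells grown without nicotinamide; some compounds called inactive have numbers as strong as hits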
#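 assay system = DeaD-strain S. cerevisiae | measured by = absorbance at 615 nm | probe or stimulus = nicotinamide 1.5 mM | buffer or medium = CSMM-D glucose medium, restrictive | times = 48 h at 30 °C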
# An asterisk follows results filed as active; . = not tested or not shown.
# The first 11 entries (preview)
entry	SMILES	MRP1 act	PTEN del growth	GALR2 antag	Yeast growth inh	E-sel TNF inh	Phagocyt inh	HCT116 bCat-KO	NPY Y2 blocker	Measles CPE	Yeast life ext
1	O=C(Nc1ccccc1)c1ccccc1NC(=O)C1CCCCC1	-2.2	84	2	11	-64	.	104	2	4	-15
2	O=C1C(=Cc2cccs2)C(=O)c2ccccc21	-0.6	99	7	-8	.	-2	94	4	22	-7
3	Cc1ccc(NC(=O)c2ccncc2)cc1[N+](=O)[O-]	2.1	85	15	-8	.	.	91	4	36	-8
4	c1cncc(-c2nnc3n2CCC3)c1	-1.3	90	8	7	.	-1	91	0	6	-5
5	O=C(N/N=C/C=C/c1ccccc1[N+](=O)[O-])c1cccs1	-1.1	63	8	-30	21	.	54	1	38	-6
6	CCC(C)N1CCN(C(=O)c2cccs2)CC1 (stereo not given)	-2.5	104	12	-12	6	.	98	-1	12	.
7	CCCN(CCC)CCNc1c(NC2CCN(C(=O)OCC)CC2)c(=O)c1=O	-0.2	98	-6	-34	8	0	97	7	10	-4
8	COc1ccc(/C=C(/C(=O)Nc2ccccc2C(=O)N2CCCC2)c2ccccc2)cc1	-1.3	44	7	-10	-6	0	58	10	3	-10
9	Cc1nnsc1C(=O)NC(C)C12CC3CC(CC(C3)C1)C2 (stereo not given)	-0.3	91	-3	-37	-6	.	81	10	16	7
10	Cc1ccc(NC(=O)CS(=O)CC(=O)N(c2ccc(C)cc2)C(C)C(=O)NC2CCCCC2)cc1 (stereo not given)	-2.5	69	0	-10	-3	.	84	4	11	.
11	Cc1ccc(Cl)cc1N1CCN(C(=O)C2CCN(S(=O)(=O)c3cccnc3)CC2)CC1	-0.4	52	-9	-68	14	-1	45	2	10	-7

# The list itself (from the top)
entry	SMILES	MRP1 act	PTEN del growth	GALR2 antag	Yeast growth inh	E-sel TNF inh	Phagocyt inh	HCT116 bCat-KO	NPY Y2 blocker	Measles CPE	Yeast life ext
1	O=C(Nc1ccccc1)c1ccccc1NC(=O)C1CCCCC1	-2.2	84	2	11	-64	.	104	2	4	-15
2	O=C1C(=Cc2cccs2)C(=O)c2ccccc21	-0.6	99	7	-8	.	-2	94	4	22	-7
3	Cc1ccc(NC(=O)c2ccncc2)cc1[N+](=O)[O-]	2.1	85	15	-8	.	.	91	4	36	-8
4	c1cncc(-c2nnc3n2CCC3)c1	-1.3	90	8	7	.	-1	91	0	6	-5
5	O=C(N/N=C/C=C/c1ccccc1[N+](=O)[O-])c1cccs1	-1.1	63	8	-30	21	.	54	1	38	-6
6	CCC(C)N1CCN(C(=O)c2cccs2)CC1 (stereo not given)	-2.5	104	12	-12	6	.	98	-1	12	.
7	CCCN(CCC)CCNc1c(NC2CCN(C(=O)OCC)CC2)c(=O)c1=O	-0.2	98	-6	-34	8	0	97	7	10	-4
8	COc1ccc(/C=C(/C(=O)Nc2ccccc2C(=O)N2CCCC2)c2ccccc2)cc1	-1.3	44	7	-10	-6	0	58	10	3	-10
9	Cc1nnsc1C(=O)NC(C)C12CC3CC(CC(C3)C1)C2 (stereo not given)	-0.3	91	-3	-37	-6	.	81	10	16	7
10	Cc1ccc(NC(=O)CS(=O)CC(=O)N(c2ccc(C)cc2)C(C)C(=O)NC2CCCCC2)cc1 (stereo not given)	-2.5	69	0	-10	-3	.	84	4	11	.
11	Cc1ccc(Cl)cc1N1CCN(C(=O)C2CCN(S(=O)(=O)c3cccnc3)CC2)CC1	-0.4	52	-9	-68	14	-1	45	2	10	-7
12	CN1C(=O)CC(C(=O)O)SC1=Nc1cc(Cl)c(O)c(Cl)c1 (stereo not given)	-1.6	92	-4	-9	22	0	86	3	5	-5
13	O=C(COc1ccc([N+](=O)[O-])cc1Cl)NCCc1ccccc1	-1.4	90	7	-35	88*	4	97	7	10	0
14	N#Cc1cccc(NC(=O)CC2CCCCC2)c1	0.6	93	9	-36	10	0	117	4	13	-11
15	Cc1cccc2cc3c(N)c(C(=O)N4CCCc5ccccc54)sc3nc12	-3.0	16	1	-28	.	15	13	2	23	-3
16	Cc1cc(C)nc(/N=C(/NC(=O)Nc2ccc(Cl)c(Cl)c2)Nc2cccc(Cl)c2)n1	-4.1	76	-16	-17	.	-7	71	1	12	0
17	CCOC(=O)C1CCN(c2ncnc3c2oc2ccc(Cl)cc23)CC1	-1.5	95	-6	14	-21	0	94	19*	4	-8
18	CCOC(=O)C1=C(CNCCc2ccc(Cl)cc2)NC(=O)NC1c1ccc2c(c1)OCO2 (stereo not given)	-0.2	62	-2	0	-3	-1	59	3	3	-3
19	O=c1ccc2ccc(OCc3nnc(-c4ccccc4Br)o3)cc2o1	0.3	100	-2	-49	73*	1	102	13	3	-15
20	Cc1cc(C)n(-c2nc(-n3nc(C)cc3C)c3c4c(sc3n2)COC(C)(C)C4)n1	-2.9	91	-7	-37	-5	0	94	2	16	13
21	CONC(=O)c1cc(OCC(F)(F)F)ccc1OCC(F)(F)F	-1.0	98	-2	-44	17	.	93	-3	10	-7
22	CC1(C)Cc2c(C#N)c(OCC(=O)c3ccc(Cl)cc3)nc(-c3ccco3)c2CO1	-0.3	75	-3	-34	-13	-1	86	2	3	-9
23	Cc1ccc(S(=O)(=O)N2CCC(C(=O)Nc3ccc4c(c3)OCO4)CC2)cc1	-0.6	99	-1	-19	21	0	89	-1	1	3
24	CC(C)CNC(=O)NC(=O)COC(=O)c1cccc(NS(=O)(=O)c2ccc(F)c(F)c2)c1	-2.8	88	-5	-7	.	-4	93	0	5	2
25	Cc1cc(/C=N\NC(=O)COc2cccc3cccnc23)c(C)n1-c1ccc(Br)cc1	-2.3	89	-12	-40	1	.	88	7	6	-2

# Next records.
entry	SMILES	MRP1 act	PTEN del growth	GALR2 antag	Yeast growth inh	E-sel TNF inh	Phagocyt inh	HCT116 bCat-KO	NPY Y2 blocker	Measles CPE	Yeast life ext
26	C=C(C)Cn1c(=S)[nH]c2ccccc2c1=O	-1.6	96	-4	34	-11	-1	80	5	8	-4
27	CC(=O)c1ccc(OCCCC(=O)Nc2ccc(C)c(S(=O)(=O)N(C)C)c2)cc1	0.2	101	3	4	-8	0	90	3	22	2
28	O=c1cc(-c2cccc(Br)c2)nc(-c2ccccc2F)o1	1.2	103	-2	-31	12	-4	96	5	8	23
29	Cc1nn(C)cc1C(=O)Nc1cc(Oc2ccc(Cl)cc2)cc([N+](=O)[O-])c1	0.8	74	-9	-46	7	1	79	-2	7	-8
30	COC(=O)c1ccc(NC(=O)C2CCCCC2C(=O)O)cc1 (stereo not given)	-0.9	93	3	-43	-6	.	102	3	8	-2
31	CC1CCCC(NC(=O)COC(=O)c2ccccc2NC(=O)c2ccco2)C1C (stereo not given)	-1.2	88	-8	-75	-4	1	88	14	3	-10
32	Cc1ccc(C(=O)O)cc1S(=O)(=O)NCC1CCCO1 (stereo not given)	0.0	108	8	-16	10	-2	98	0	9	-4
33	O=C(N/N=C/c1c(F)c(F)c(F)c(F)c1F)c1ccc(Cn2cc(Br)cn2)o1	-4.5	70	9	-4	3	-5	69	0	3	-2
34	COC(=O)[C@H](CCSC)NC(=O)Nc1ccc(OC)cc1	0.6	109	6	-32	50	1	101	-3	.	-6
35	CC(=O)c1ccc(NC(=O)CSc2nc3nc(C)cc(C)n3n2)cc1	-1.0	94	5	1	.	0	90	-3	26	-6
36	CCCC(O)(c1ccc(Cl)cc1)C(CN1CCOCC1)c1ccccc1 (stereo not given)	-4.2	55	-10	7	.	-1	51	11	4	-5
37	C=CCOc1ccccc1/C=N/NC(=O)c1ccc(Cl)cc1Cl	-0.5	92	9	-49	.	-2	85	1	23	-4
38	COc1cccc(-c2cc(C(=O)NC3CCCC3)no2)c1	-2.6	90	-1	0	3	-3	85	8	7	-7
39	Cc1noc(C)c1S(=O)(=O)N(CCc1ccccc1)Cc1ccccc1	-2.9	53	-10	-18	.	-3	53	20*	3	-1
40	c1ccc2c(c1)oc1c(Nc3ccc(CN4CCOCC4)cc3)ncnc12	0.7	22	-8	0	-5	0	23	3	10	-11
41	CCn1c(C)nc2cc(S(=O)(=O)C(F)F)ccc21	-0.3	93	2	-18	.	.	102	2	3	-16
42	COc1ccccc1CN(Cc1nc2ccccc2c(=O)[nH]1)C(=O)Nc1ccccc1C	-2.9	57	-2	-42	5	-1	77	1	27	-6
43	Cc1ccc(NC(=O)Cc2c[nH]c3ccccc23)cc1S(=O)(=O)N1CCCCCC1	-3.1	77	-5	-5	34	-4	78	-3	21	-1
44	NC(=O)N1CCN(C(=O)c2ccco2)CC1	-1.2	100	3	-7	2	0	97	2	3	1
45	Cc1ccc(-n2c(SCC(N)=O)nnc2-c2ccccn2)cc1C	-0.8	107	-1	-69	-9	0	99	2	4	-9
46	CCOC(=O)N1CCN(C(=O)N2CCOCC2)CC1	-1.0	93	1	-27	11	0	93	1	2	-17
47	COc1ccc(/C=C2\C(=O)N(c3c(Cl)cc(Cl)cc3Cl)N=C2NC(=O)c2cccc([N+](=O)[O-])c2)cc1	2.1	99	-4	-49	-3	.	87	1	8	13
48	Cc1ccccc1NC(=O)c1ccccc1NC(=O)Cc1cccc2ccccc12	-2.4	83	1	-30	-13	-9	88	0	4	-3
49	CC1(C)N=C(SCC(=O)Nc2ccc(Cl)cc2)C(c2ccccc2)=N1	-2.2	72	-3	10	17	.	65	9	30	-9
50	COc1ccc(OC)c(NC2=NC3(CCCC3)N=C(N)N2)c1	-0.8	67	0	-11	-49	1	83	1	3	-17
51	C=C(C)CSc1nnc2n(Cc3ccccc3)c(=O)c3c4c(sc3n12)CCC4	-2.3	67	7	-40	1	-2	75	-1	7	-9
52	C=CCn1c(SCC(=O)NCc2ccco2)nc2sc3c(c2c1=O)CCCC3	-0.8	98	-13	-59	-28	-1	100	3	10	-1

# Assay outcomes from PubChem.

# Compounds as they come; any-hit rate near 6.3%.
